RGS4 inhibitor – Inhibitors of Regulator of G Protein Signaling (RGS) 4: qHTS; Regulator of G-protein signaling 4 (Homo sapiens), P49798; Transcreener GDP fluorescence polarization, RGS4-accelerated GTP hydrolysis; Potency, µM (titrated, usually from 114 µM), for inactives: top-dose activity change, negative = inhibition, actives largely listed as inhibitors; 390,000 tested, 0.039% active; further: potency means the concentration at half of the fitted maximal effect; on the % scale 0 is the no-effect control and ±100 the full control effect; nearly all actives have a fitted effect of over 75% in size; some results filed as inactive show a strong effect at the top dose
Target sequence (P49798 whole entry, looked up): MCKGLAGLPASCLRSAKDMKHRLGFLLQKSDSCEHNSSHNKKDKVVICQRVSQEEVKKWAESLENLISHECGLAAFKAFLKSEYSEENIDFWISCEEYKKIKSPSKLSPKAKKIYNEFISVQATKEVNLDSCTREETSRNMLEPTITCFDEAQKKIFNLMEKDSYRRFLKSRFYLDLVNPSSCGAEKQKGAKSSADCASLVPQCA
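MLSMR compounds (23 nl, pin-transferred) preincubated 10 min at room temperature with a 500nM (2x) first reagent, then RGS4 at 900nM (2x) plus Transcreener GDP mix added; fluorescence polarization (620/688 nm) read before and after 90 min at 30 °C.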
Vif-A3G inh – qHTS for Inhibitors of Vif-A3G Interactions: qHTS; AID 602310, 2012; 410,000 tested, 0.076% active; Potency, µM (series often up to 46.1 µM), inactives show at the top dose activity, negative = active, hits mostly inhibitors; DNA dC->dU-editing enzyme APOBEC-3G (Homo sapiens), Q9HC16; HeLa A3G-eYFP + Vif (tagged APOBEC3G with the HIV-1 protein that degrades it), YFP fluorescence, overnight;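 further: potency means the concentration at half of the fitted maximal effect; on the % scale 0 is the no-effect control and ±100 the full control effect; nearly all actives have a fitted effect of over 60% in size; hits raise eYFP signal because A3G escapes Vif-driven loss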
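HeLa cells stably expressing Vif and C-terminally eYFP-tagged A3G, seeded overnight at 37 deg C, then exposed to compound by pintool overnight at 37 deg C. Rise in yellow fluorescence (Ex 488/Em 500-530, Acumen) marks blocked Vif-driven A3G degradation.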
LDHA inh – qHTS assay for inhibitors of human lactate dehydrogenase; purified LDHA, NADH/diaphorase-resazurin fluorescence; stronger effect = lower value; activity change, % (values are at about 110 or 230 µM); 480,000 tested, 0.15% active; AID 1347041, 2019; in the data active means activity change below about -30%; inconclusive means mostly about -25% to -30%;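 further: plate controls were DMSO wells for no effect and wells without enzyme for full effect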
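LDH5 2 nM; NADH 0.06 mM, pyruvate 0.2 mM; 200 mM Tris pH 7.4, EDTA, Tween-20; 5 min RT. Detection: diaphorase 0.133 mg/mL + resazurin 37 µM, fluorescence ex540/em590 at 0 and 20 min; normalized to enzyme-free and DMSO wells.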
12-LOX inh – Primary qHTS assay for inhibitors of human arachidonate 12S-lipoxygenase (ALOX12): Round 2 | AID 1671190, 2021 | Potency, µM (titrated, usually from 108 µM), without a hit: at the top dose activity change, negative = inhibition, most hits filed as inhibitors | Polyunsaturated fatty acid lipoxygenase ALOX12 (Homo sapiens), P18054 | 580,000 tested, 1.1% active | purified 12hLO, xylenol orange hydroperoxide absorbance; further: potency means the concentration at half of the fitted maximal effect; on the % scale 0 is the no-effect control and ±100 the full control effect
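Purified human 12hLO at 150 nM in 25 mM Hepes, 0.01% Triton X-100, pH 7.0, preincubated 15 min at room temperature with compound. Reaction started with 40 uM arachidonic acid, 30 min at room temperature. Hydroperoxide measured by Fe-xylenol orange, 573/405 nm absorbance ratio.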
D2 agonist – HTS Assay for Allosteric Agonists of the Human D2 Dopamine Receptor: Primary Screen for Agonists | HEK293 T-REx D2 cells, calcium flux agonist mode | 340,000 tested, 0.53% active | D(2) dopamine receptor (Homo sapiens), P14416 | activation, % at 2 µM | AID 485358, 2010;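 active means activation over 3 SD above normal in the single-dose calcium agonist read, cut at about 30% in these data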; further: 0% is about no effect
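Tetracycline-induced HEK293 T-REx cells with force-coupled D2 receptor, plated overnight at 30 C, loaded with no-wash calcium dye. After a 10 s baseline, compound was pin-added and calcium flux read kinetically for 180 s; calcium rises flagged agonists.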
Vif-A3F inh – qHTS for Inhibitors of Vif-A3F Interactions: qHTS; Potency, µM (top dose mostly 46.1 µM), inactives show at the highest dose activity, negative = active; HeLa A3F-eYFP + Vif (tagged APOBEC3F with the HIV-1 protein that degrades it), YFP fluorescence increase; 390,000 tested, 0.2% active; further: potency means the concentration at half of the fitted maximal effect; % of control where 0% means no effect; nearly all actives have a fitted effect of over 65% in size
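HeLa cells stably expressing A3F-eYFP plus Vif, plated and incubated overnight at 37 deg C, then exposed to compounds overnight at 37 deg C. Blocked degradation read as raised yellow fluorescence (Ex 488/Em 500-530).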
D2 antagonist – HTS Assay for Allosteric Antagonists of the Human D2 Dopamine Receptor: Primary Screen for Antagonists. D(2) dopamine receptor (Homo sapiens), P14416. HEK293 TREx D2 cells, calcium flux, dopamine EC80. inhibition, % at 10 µM. 340,000 tested, 2% active. AID 485344, 2010; in the data active means inhibition above about 30%; further: 0% is about no effect
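Cells plated overnight at 30 C with tetracycline; no-wash calcium dye, 30–90 min RT; 10 s baseline; compound pinned; 180 s read; EC80 dopamine added; another 180 s read.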
Glioma ERSR ind – qHTS for Inducers of the Endoplasmic Reticulum Stress Response (ERSR) in Human Glioma: qHTS. U87-MG GRP78 promoter luciferase reporter, 16 h. Potency, µM, without a hit: at the highest dose activation, hits mostly activators. 420,000 tested, 0.02% active. AID 602332, 2012; further: potency means the concentration at half of the fitted maximal effect; series mostly up to about 76 µM; % of control where 0% means no effect; nearly all actives have a fitted effect of over 35% in size
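Stably transfected U87-MG glioma cells carrying a GRP78-based luciferase sensor; 16 h compound incubation. Luminescence end-point read 10 min after Bright-Glo addition at room temperature.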
ERG-DNA inh – qHTS for Small Molecule Inhibitors of the ERG Ets/DNA interaction; fluorescence polarization, His-ERG Ets domain / labelled DNA; 370,000 tested, 0.028% active; Transcriptional regulator ERG (Homo sapiens), P11308; Potency, µM (highest dose often 76.9 µM), without a hit: at the highest dose FP activity, negative = inhibition, hits mostly inhibitors; active means well fitted inhibition curve with a large enough effect in the polarisation, with a control signal flat; inconclusive means small, poorly fitted or top-dose-only effect, or effect the other way, or a change in a side signal; inactive means no such curve, though single readings can be large or run the other way; the % refers to the polarisation;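 further: polarization taken with two DNA probes labelled with fluorescein and Texas red; potency means the concentration at half of the fitted maximal effect; % of control where 0% means no effect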
Target sequence (P11308 whole entry, looked up, the tested form may be a part): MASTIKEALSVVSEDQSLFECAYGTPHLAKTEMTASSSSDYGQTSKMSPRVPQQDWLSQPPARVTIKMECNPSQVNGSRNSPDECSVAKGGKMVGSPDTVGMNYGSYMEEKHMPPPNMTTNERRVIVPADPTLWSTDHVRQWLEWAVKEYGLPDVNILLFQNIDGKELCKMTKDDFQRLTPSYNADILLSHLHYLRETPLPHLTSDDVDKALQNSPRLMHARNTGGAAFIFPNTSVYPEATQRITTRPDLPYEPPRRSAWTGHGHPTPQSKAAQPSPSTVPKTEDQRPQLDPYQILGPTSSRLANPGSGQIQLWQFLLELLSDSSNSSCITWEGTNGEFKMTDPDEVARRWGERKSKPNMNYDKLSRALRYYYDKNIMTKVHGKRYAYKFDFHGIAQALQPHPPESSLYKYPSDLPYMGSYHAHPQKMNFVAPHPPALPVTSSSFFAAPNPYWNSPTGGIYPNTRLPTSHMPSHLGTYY
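His-tagged ERG Ets domain (1 uM in the protein solution; 300mM KCl, 50mM Tris-HCl, 1mM EDTA, 1mM DTT, pH 7.5) received compound, then a probe mix of 5 nM fluorescein-DNA and 100nM Texas-615-DNA. Fluorescence polarization was read for both dyes.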
* = called active by the depositor; ? = inconclusive; / = no result given; & = joins results of further samples; [ ] = remark or other dose. Unless noted, the call rests on the fitted dose curve; in most records, active means well fitted curve in the direction sought with a large enough effect; inconclusive means small, poorly fitted or top-dose-only effect, or another doubt; inactive means no such curve, though single readings can be large; an effect the other way counts as inactive or inconclusive. Only part of the results is shown; rates above refer to the full screens.

canonical_smiles	RGS4 inhibitor	Vif-A3G inh	LDHA inh	12-LOX inh	D2 agonist	Vif-A3F inh	D2 antagonist	Glioma ERSR ind	ERG-DNA inh
O=C1c2ccccc2CSc2c(O)cccc21	-3%	-2%	8	5%	/	-3%	/	-1%	-6%
Cn1ccc(-c2ccccc2)n1	4%	3%	-18	0%	0.0	0%	8	0%	4%
CN(CCC#N)C(=O)CSc1nnc(-c2c[nH]c3ccccc23)o1	12%	1%	-6&3	0%&8%	-1.3	-8%	-13	0%	-6%
Cc1ccc(CNc2ncccc2-c2nc(-c3ccc(Cl)cc3)no2)cc1	-21%	4%	-2	-2%	1.1	-2%	/	0%	1%
CC1CCCC(C)N1/N=C/c1ccccc1C(=O)O (stereo not given)	-15%	1%	-3	4%	/	?	/	-4%	-11%
Cc1nc(NC(=S)NC(=O)c2ccccc2)sc1C(=O)N(C)C	-54%	2%	-3	?	-0.1	0%	9	?	2%
CCCCCCN1C[C@@H](n2cc(C3CC3)nn2)[C@H](O)C[C@@H]1c1ccc(OC)cc1	/	-8%	2	?	/	-7%	/	4%	/
O=C(Cn1ccc2cc(S(=O)(=O)N3CCCC3)ccc21)NCc1ccccc1Cl	8%	-3%	-5	-21%	0.1	-21%	/	-3%	2%
COc1ccc(-c2nsc(NC(=O)COc3ccc(C)c(C)c3)n2)cc1	11%	7%	-7	-24%	0.0	-4%	/	-3%	-1%
CCOC(=O)C1CCN(C(=O)COC(=O)c2cccc(NS(=O)(=O)c3ccccc3)c2)CC1	-3%	4%	0	22%	/	-14%	/	2%	3%
CC1CC(C)CN(CC(=O)c2cccs2)C1 (stereo not given)	-21%	2%	3	16%	0.6	1%	12	-1%	-8%
CCc1nnc(NC(=O)c2ccc(COc3cccc(C)c3)o2)s1	-9%	-6%	1	3%	-3.2	-10%	-1	0%	8%
O=C(CSc1nc(-c2ccco2)cc(C(F)(F)F)n1)N1CCN(c2ccc(Cl)cc2)CC1	-13%	-4%	-2	-6%	1.0	-2%	13	-6%	-16%
O=S(=O)(c1ccc(Cl)cc1)c1nnn2c1nc(NCc1ccc3c(c1)OCO3)c1sccc12	-29%	-1%	-2	-3%	0.4	1%	/	-1%	-1%
COc1cc(/C=C/C(=O)Nc2ccc(C)cc2)cc(OC)c1OC	-8%	-16%	-9	-2%	0.1	-17%	8	-4%	9%
Cn1c(=O)c2cc(NC(=O)CCc3cccnc3)ccc2n1Cc1ccc(F)cc1	/	0%	2	2%	/	/	/	2%	/
COc1ccc(S(=O)(=O)NC(C)C(=O)Nc2cccc([N+](=O)[O-])c2)cc1 (stereo not given)	5%	2%	-5	-21%	0.0	-22%	-11	-6%	-4%
COc1ccc(/C=C2\CCc3ccccc3C2=O)cc1Cn1cccn1	14%	-14%	4	-2%	2.5	1%	1	-5%	-1%
CC1=C(C(=O)Nc2ccc(C)cc2C)C(c2ccccc2F)n2nc(SCC(=O)c3ccc(C)cc3)nc2N1 (stereo not given)	6%	-2%	-6	-21%	0.2	-8%	/	0%	-3%
O=Nc1c(O)c2ccccc2c2ccccc12	2%	-22%	20	-4%	/	-1%	/	-2%	11%
Cc1ccc(NC(=O)CC2Nc3ccccc3NC2=O)cc1Cl (stereo not given)	-15%	-17%	-5	-14%	0.3	-9%	-4	?	0%
S=C(NCCc1ccccc1)N1CCn2cccc2C1c1cccnc1 (stereo not given)	-25%	4%	-6	25%	0.4	-1%	37*	-6%	7%
O=C(COC(=O)c1c[nH]c(=O)[nH]c1=O)Nc1ccccc1F	3%	2%	-13	-10%	3.1	3%	-6	-3%	0%
Cc1c(C(=O)OCCOC(C)C)[nH]c2c1C(=O)CC(c1ccco1)C2 (stereo not given)	-28%	?	4	/	0.3	1%	8	-4%	-12%
CCCNC(=O)NC(C)C12CC3CC(CC(C3)C1)C2 (stereo not given)	3%	0%	-6	7%	0.3	-6%	8	-5%	/
Cc1ccc(S(=O)(=O)c2nc(S(C)(=O)=O)sc2N2CCC(O)CC2)cc1	-15%[56.9 µM]	2%	-10	10%	1.4	-2%	-11	-3%	-1%
COc1cccc(NC(=O)c2nc(S(C)(=O)=O)ncc2Cl)c1	?	?	2	-21%	0.2	-3%	-1	-19%	6%
Cc1ccc2[nH]c3c(=O)n(CCCN4CCN(C)CC4)cnc3c2c1	-16%	-1%	-1	?	-0.2&0.1	5%	-8&-8	-2%	2%
CC1=C(c2ccc(C)c(C)c2)S(=O)(=O)N=C1N1CCC(C(=O)NCc2ccc(C)o2)CC1	2%	/	-12	-29%	0.6	/	/	/	-4%
O=C(COC(=O)c1cc(Br)ccc1O)Nc1ccc2c(c1)OCCO2	8%	-2%	0	?	-0.1	-15%	0	2%	-3%
O=C(COC(=O)/C=C/c1cccc(Cl)c1Cl)Nc1ccc2[nH]c(=O)[nH]c2c1	-17%	-2%	-4	?	0.1	-1%	9	-4%	/
CCOc1ccc(Br)cc1S(=O)(=O)N1CCCC1	11%	0%	-5	10%	-0.3	-2%	54*	-3%	3%
CC(C)(C)c1nnc(NS(=O)(=O)c2cc(Cl)ccc2Cl)s1	6%	-1%	-11	-2%	0.1	8%	-16	-1%	6%
CCOC(=O)c1c(N)sc(C(=O)OCCOC)c1C	?	-3%	-3	-27%	1.2	-2%	-6	3%	-2%
COc1ccc(C2c3c(-c4ccc(F)cc4)n[nH]c3C(=O)N2c2ccccc2)cc1OC (stereo not given)	-20%	-3%	-2	?	19	1%	/	-5%	-2%
CCC(NC(=O)Nc1cc(OC)ccc1OC)c1c(-n2cccc2)sc2c1CCN(CC)C2 (stereo not given)	-4%	1%	-7	?	0.4	-17%	/	-1%	0%
CC(=O)Nc1ccc(N2C(=O)CC(Sc3nccc(C)n3)C2=O)cc1 (stereo not given)	20%	-1%	-8	10%	-0.4	0%	-2	-4%	-2%
Cc1nc2ccc(NC(=O)c3ccc(Cl)s3)cc2s1	-5%	1%	-3	-9%	0.5	-15%	5	-1%	9%
CCOC(=O)c1c(Nc2ccccc2N)cc(C)nc1C	-40%	2%	12	21%	0.1	-1%	9	-5%	-1%
O=C(CSc1nc2ccccc2n1Cc1ccccc1Cl)N/N=C/c1ccccc1C(=O)O	21%	-8%	-8	-1%	/	-2%	/	1%	13%
Cc1ccc(NC(=O)c2ccc(S(=O)(=O)NCc3cccnc3)cc2)c(C)c1	0%	1%	-5	6%	-0.5	-1%	-7	0%	1%
CCOC(=O)C(=Cc1ccc(-n2cncn2)cc1)C(=O)OCC	?	?	0	-1%	0.1	1%	-2	-15%	-1%
CCOC(=O)C1CCNC(=O)C1=O (stereo not given)	17%	0%	4	-27%	/	-2%	/	-2%	/
CC1(C(=O)O)CCCN1C(=O)c1ccccc1OC(F)(F)F (stereo not given)	/	-2%	-6	6%	/	/	/	-6%	/
Cc1cccc(NC(=O)N2CCC3(CC2)Oc2ccccc2C(=O)N3Cc2ccccc2F)c1C	12%	2%	-7	-15%	/	-3%	/	-2%	2%
O=C(CSc1ccccc1)NCCc1ccccc1	5%	1%	-3	2%	/	0%	/	?	-1%
C=CCn1c(SCC(=O)/C(C#N)=C(\C)N)nc2sc(C)c(C)c2c1=O	-35%	-1%	-7	29%	-0.6	-2%	17	-7%	-11%
O=C(Nc1ccc2oc(=O)ccc2c1)c1ccc2ccccc2c1	-35%	-2%	-4	?	-1.9	3%	9	1%	10%
CCOC(=O)C1=C(CC)Nc2ccccc2N=C1N	-23%	-1%	-5	0%	0.0	3%	0	-2%	0%
O=c1cc(CSc2nnc(COc3cccc4ccccc34)o2)c2ccccc2[nH]1	-7%	0%	-5	1%	1.6	2%	-10	-2%	-1%

Assay outcomes: PubChem BioAssay, National Center for Advancing Translational Sciences (NCATS)
